AmpC no deterg: inhibitors of E. coli AmpC beta-lactamase without detergent; P00811; AmpC nitrocefin hydrolysis, absorbance 480 nm, 0.0001% Triton; Potency, µM (doses to about 57.1 µM), without a hit: top-dose activity change, negative = inhibition, actives largely listed as inhibitors; 330,000 compounds, 0.52% hits;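 also: potency is read from the fitted curve at half-maximal effect; plate controls were no compound for no effect and no enzyme for full effect; nearly all actives have a fitted effect of over 20% in size; some results filed as inactive show a strong effect at the top dose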
Target sequence (P00811 whole entry, looked up): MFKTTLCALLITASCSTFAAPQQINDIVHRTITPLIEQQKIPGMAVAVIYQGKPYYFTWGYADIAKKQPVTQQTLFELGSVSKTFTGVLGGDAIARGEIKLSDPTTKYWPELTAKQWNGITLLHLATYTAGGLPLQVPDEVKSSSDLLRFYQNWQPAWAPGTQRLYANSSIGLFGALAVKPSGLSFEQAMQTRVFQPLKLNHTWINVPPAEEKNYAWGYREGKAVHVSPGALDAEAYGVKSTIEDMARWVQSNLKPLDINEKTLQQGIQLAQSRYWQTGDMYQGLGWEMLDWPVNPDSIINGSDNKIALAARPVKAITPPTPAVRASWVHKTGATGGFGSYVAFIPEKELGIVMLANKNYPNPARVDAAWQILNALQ
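AmpC (5.3 nM in the dispensed reagent) in 20 mM phosphate pH 7.0 with 0.01% (detergent screen) or 0.0001% Triton X-100 was preincubated with compounds for 15 min at room temperature. Nitrocefin was then added from an 800 uM solution, and hydrolysis was followed at 480 nm.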
AmpC detergent: inhibitors of E. coli AmpC beta-lactamase with detergent; P00811; AmpC hydrolysis of nitrocefin, absorbance 480 nm, 0.01% Triton; Potency, µM (doses to about 114 µM), for inactives: top-dose activity change, negative = inhibition, most hits filed as inhibitors; 370,000 compounds, 0.041% hits;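 also: potency is read from the fitted curve at half-maximal effect; 0% = no-compound wells and -100% = no-enzyme wells; nearly all actives have a fitted effect of over 25% in size; some results filed as inactive show a strong effect at the top dose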
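AmpC (5.3 nM in the dispensed reagent) in 20 mM phosphate pH 7.0 with 0.01% (detergent screen) or 0.0001% Triton X-100 was preincubated with compounds for 15 min at room temperature. Nitrocefin was then added from an 800 uM solution, and hydrolysis was followed at 480 nm.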
Shiga toxin inh: blocks Shiga toxin action in Vero cells. Vero cells, Shiga toxin protein synthesis inhibition reporter. inhibition, % at 38.7 µM. 290,000 compounds, 9.2% hits; in the data active = inhibition mostly above about 28%, no sharp cut-off; inactive = mostly below about 43%; also: 0% is about no effect
HCMV antiviral: inhibitors of human cytomegalovirus. HFF cells, HCMV-luciferase reporter, 72 h; stronger effect = lower value. activity change, negative = inhibition, % at 57.5 µM. 410,000 compounds, 4.5% hits; in the data active = activity change below about -60%; inconclusive = no clear call, values can overlap the other calls; inactive = above about -39%; also: % is scaled to controls: 0 for no effect and ±100 for the full control effect
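Inhibition of viral replication was scored as loss of reporter luminescence in HFFs infected with HCMV-luciferase (MOI 1 PFU/cell) for 72 h; compounds tested at 2 doses, normalized to buffer and Salinomycin controls.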
CHX counter: affects cycloheximide protein synthesis inhibition readout, counter-screen | cell reporter, cycloheximide protein synthesis inhibition counterscreen | max response, % | 300,000 compounds, 12% hits; in the data active = max response mostly above about 13%, no sharp cut-off; inactive = mostly below about 14%; also: read at 38.3 µM for the half of the compounds with a filed dose; 0% is about no effect
AMA1-RON2 inh: disrupts binding of P. falciparum AMA1 to RON2; AlphaScreen AMA1-biotinylated RON2 peptide binding; Potency, µM (top dose mostly 58.2 µM), inactives show at the highest dose activity change, negative = inhibition, most hits filed as inhibitors; 360,000 compounds, 0.2% hits;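 also: potency is read from the fitted curve at half-maximal effect; 0% = vehicle wells and -100% = peptide control; nearly all actives have a fitted effect of over 45% in size; some results filed as inactive show a strong effect at the top dose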
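AMA1 (3D7) with his tag at 25 nM final met compounds first, then biotinylated RON2 peptide at 25 nM; detection used donor plus acceptor beads, 10 µg/mL apiece, read by AlphaScreen after 30 min at room temperature.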
Giardia FBPA inh: Giardia lamblia aldolase inhibition; purified Giardia FBPA; Potency, µM (highest dose often 59.6 µM), for inactives: at the top dose activity, negative = inhibition, most hits filed as inhibitors; 290,000 compounds, 0.71% hits; AID 2451; also: potency is read from the fitted curve at half-maximal effect; % is scaled to controls: 0 for no effect and ±100 for the full control effect; nearly all actives have a fitted effect of over 55% in size
Target sequence (A8B2U2 whole entry, looked up): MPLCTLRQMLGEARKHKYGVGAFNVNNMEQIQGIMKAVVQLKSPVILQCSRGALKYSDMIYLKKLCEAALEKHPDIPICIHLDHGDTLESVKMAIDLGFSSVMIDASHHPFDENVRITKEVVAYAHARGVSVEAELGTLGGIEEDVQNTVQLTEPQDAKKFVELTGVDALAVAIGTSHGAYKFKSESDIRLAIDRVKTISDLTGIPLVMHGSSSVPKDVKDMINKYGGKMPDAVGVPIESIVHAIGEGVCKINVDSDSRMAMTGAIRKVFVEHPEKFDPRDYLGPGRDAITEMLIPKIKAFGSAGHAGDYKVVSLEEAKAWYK
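40 nM FBPA preincubated 10 min at RT with compound (up to 57.5 uM final), then substrate plus GAPDH/TPI/NAD/arsenate coupling and diaphorase/resazurin added. Fluorescence read after 20 min at RT, 525/598 nm.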
* hit, by the source's call; ? = inconclusive; / = not tested or not shown; [ ] = remark or other dose. Unless noted, calls follow the shape of the dose curve; as a rule, active = well fitted curve in the direction sought with a large enough effect; inconclusive = small, poorly fitted or top-dose-only effect, or another doubt; inactive = no such curve, though single readings can be large; an effect the other way counts as inactive or inconclusive.

SMILES | AmpC no deterg | AmpC detergent | Shiga toxin inh | HCMV antiviral | CHX counter | AMA1-RON2 inh | Giardia FBPA inh
Cc1ccc(S(=O)(=O)N2C[C@@H]3[C@H]4CC[C@H](C4)[C@@H]3[C@@H](C)C2CC(=O)c2ccccc2)cc1 (stereo not given in full) | -3% | / | / | -21 | / | -1% | /
O=C(Nc1nnc(-c2cccs2)s1)C1CC1 | -7% | -3% | 16 | 125 | 9 | 15% | -9%
CC(C)CCN(C)C1CCN(S(=O)(=O)c2cccc(C(F)(F)F)c2)CC1 | 51% | 5% | -6 | / | -3 | -1% | 1%
O=C(c1ccccc1)N1CCN=C1c1ccccc1 | -14% | ? | 1 | -14 | 6 | 12% | 6%
CCOc1cc(NC(=S)Nc2ccccc2)c(OCC)cc1NC(=O)c1ccc(OC)cc1 | -19% | 0% | 10 | -66* | 21* | 11% | -22%
Cc1cc(Cl)ccc1OCCCC(=O)NN | -17% | -11% | -17 | 10 | 8 | 3% | 2%
CCN(CC(=O)Nc1ccccc1C(F)(F)F)C(=O)c1ccccc1SCC(=O)N1CCCC1 | 31% | ? | / | -35 | / | 72%[activator] | /
CC(=O)c1cccc(Nc2c([N+](=O)[O-])c(=O)oc3ccccc23)c1 | -13% | 8% | -11 | -2 | -3 | -3% | 9%
O=C1CSC(=Nc2cccc(C(=O)O)c2)N1 | -14% | 3% | / | 27 | 5 | 17% | -11%
CCN(CC)S(=O)(=O)c1ccc(C(=O)NN(C)C2=NS(=O)(=O)c3ccccc32)cc1 | -18% | -11% | / | -19 | 5 | 1% | 11%
O=C(CCc1ccccc1)N=C1SC2CS(=O)(=O)CC2N1Cc1ccc(F)cc1 (stereo not given) | -1% | -2% | -6 | -23 | 13 | 13% | 3%
Cn1nc(C(F)(F)F)c2cc(NC(=O)OCc3ccc(C(C)(C)C)cc3)sc21 | -24% | ? | -10 | -7 | -5 | -17% | -1%
CCOC(=O)C(C)Oc1ccsc1C(=O)OC (stereo not given) | -10% | -1% | -13 | 22 | -1 | 2% | 7%
CCOC(=O)N1CCN(C(=O)c2ccccc2SCC(=O)NCC2CCCCC2)CC1 | 43% | ? | / | 8 | / | 40%[activator] | /
Cc1cccn2c(=O)c3cc(C#N)c(=NC(=O)c4cccs4)n(CCCOC(C)C)c3nc12 | 37% | -2% | -7 | ? | 2 | 2% | 2%

10 of the compounds above, comma-delimited:
canonical_smiles,AmpC no deterg,AmpC detergent,Shiga toxin inh,HCMV antiviral,CHX counter,AMA1-RON2 inh,Giardia FBPA inh
Cc1ccc(S(=O)(=O)N2C[C@@H]3[C@H]4CC[C@H](C4)[C@@H]3[C@@H](C)C2CC(=O)c2ccccc2)cc1 (stereo not given in full),-3%,/,/,-21,/,-1%,/
O=C(Nc1nnc(-c2cccs2)s1)C1CC1,-7%,-3%,16,125,9,15%,-9%
CC(C)CCN(C)C1CCN(S(=O)(=O)c2cccc(C(F)(F)F)c2)CC1,51%,5%,-6,/,-3,-1%,1%
O=C(c1ccccc1)N1CCN=C1c1ccccc1,-14%,?,1,-14,6,12%,6%
CCOc1cc(NC(=S)Nc2ccccc2)c(OCC)cc1NC(=O)c1ccc(OC)cc1,-19%,0%,10,-66*,21*,11%,-22%
Cc1cc(Cl)ccc1OCCCC(=O)NN,-17%,-11%,-17,10,8,3%,2%
CCN(CC(=O)Nc1ccccc1C(F)(F)F)C(=O)c1ccccc1SCC(=O)N1CCCC1,31%,?,/,-35,/,72%[activator],/
CC(=O)c1cccc(Nc2c([N+](=O)[O-])c(=O)oc3ccccc23)c1,-13%,8%,-11,-2,-3,-3%,9%
O=C1CSC(=Nc2cccc(C(=O)O)c2)N1,-14%,3%,/,27,5,17%,-11%
CCN(CC)S(=O)(=O)c1ccc(C(=O)NN(C)C2=NS(=O)(=O)c3ccccc32)cc1,-18%,-11%,/,-19,5,1%,11%

Continued:
SMILES | AmpC no deterg | AmpC detergent | Shiga toxin inh | HCMV antiviral | CHX counter | AMA1-RON2 inh | Giardia FBPA inh
O=C(CNS(=O)(=O)c1ccc(C(=O)N2CCCCC2)cc1)N1CCCCC1 | -2% | 6% | -3 | -28 | 5 | -7% | 1%
CCCCCN1C2=NCCN2c2ccccc21 | -9% | -8% | -7 | -11 | -4 | 0% | -4%
CCOC(=O)C1CN(S(=O)(=O)c2cccs2)c2ccc(CC(=O)OC)cc2O1 (stereo not given) | -2% | 7% | -4 | -19 | -3 | 7% | -9%
CCOC(=O)CSc1nnc(CNC(=O)c2ccc(OC)cc2)n1-c1ccc(OC)cc1 | 58% | -12% | 16 | 16 | -1 | -7% | -1%
CCN(CC)S(=O)(=O)c1ccc2nnn(OCC(=O)Nc3cccc(C#N)c3)c2c1 | -40% | -3% | -34 | -33 | -2 | -6% | 8%
Cc1cc(F)ccc1S(=O)(=O)N1CCCOC1CNC(=O)C(=O)NCc1ccccn1 (stereo not given) | 0% | 5% | 23 | 7 | -3 | 88%[activator] | /
C=CCn1c(-c2ccc(OC)cc2)nc2nc3ccccc3nc21 | -24% | -12% | 30 | 8 | 37* | -9% | 3%
O=C(NCC(c1ccco1)N1CCCCC1)c1ccc(COc2ccccc2)cc1 (stereo not given) | 24% | -14% | / | -12 | / | 0% | /
COc1ccc(S(=O)(=O)N2CCN(Cc3cc(OC)c(O)c(OC)c3)CC2)cc1 | 8% | 1% | -1 | 66 | -1 | ? | ?
CCOCCCn1c(=S)[nH]c2cc(C(=O)NCCc3ccccc3)ccc2c1=O | -7% | ? | 38 | -10 | 31 | 111%[activator] | 4%
CCNC(=S)N1CCN(c2nc(CC)nc3sc4c(c23)CCCC4)CC1 | 8% | -8% | -5 | ? | -2 | -12% | 18%
COc1ccc(Cc2nc3ccc(C(=O)N(C)CCO)cc3o2)cc1 | -7% | 6% | -4 | -6 | 2 | 18% | 3%
CN(CC(=O)Nc1ccc(Cl)c(C(F)(F)F)c1)C(=O)c1cn2ccccc2n1 | 35µM* | -6% | / | -23 | / | 7% | /
COc1ccc(CC(O)COS(N)(=O)=O)cc1 (stereo not given) | -7% | ? | -4 | -5 | -2 | 15% | 0%
COc1ccc(N2C(=O)C3CCCN3C2c2cccs2)cc1 (stereo not given) | -11% | ? | -8 | -17 | 7 | -1% | 0%
CN(CC(=O)Nc1ccccc1Cl)C(=O)CCNC(=O)Nc1ccccc1 | 8% | / | / | -33 | / | 13% | /
CCOC(=O)CN(C(=O)CSc1nnc(COc2ccc(OC)cc2)n1C)c1ccccc1 | 67%[activator] | ? | 15 | -18 | -9 | 29% | 12%
Cc1nnc2c3ccccc3c(Cl)nn12 | -35% | -7% | 17 | 43 | 2 | -4% | 8%
CC1CN=C(c2cccn2Cc2ccc(F)cc2Cl)O1 (stereo not given) | -1% | 5% | -11 | -22 | 3 | 11% | 0%
O=C(O)CNS(=O)(=O)c1ccc2c3c(cccc13)C(=O)N2 | -2% | 1% | -11 | 78 | -2 | 1% | ?
CCN1CCCC1Cn1cnc2c([nH]c3cc(OC)ccc32)c1=O (stereo not given) | -20% | -9% | -16 | 4 | -4 | 2% | -3%
Cc1cccnc1NC(=O)c1ccc2nc(N)sc2c1 | -16% | 1% | 73* | 3 | 28* | -7% | -1%
COc1ccc(Cl)cc1S(=O)(=O)N1CCCc2ccccc21 | -25% | -3% | -9 | -7 | -5 | 1% | /
Cc1cc(NC(=O)Nc2cc(Cl)ccc2C)no1 | -16% | -3% | 9 | -8 | 12* | -1% | 1%
COC(=O)c1c(NC(=O)c2cccnc2)sc(C)c1C | 60%[activator] | 0% | -7 | / | -3 | 13% | 4%
Cc1nc2c(C(=O)N3CCOCC3)cnn2c(C)c1Cc1ccc(Cl)cc1 | 61%[activator] | -3% | -10 | -32 | -3 | 9% | 5%
Cc1csc2nc(=O)c3ccccc3n12 | -15% | 6% | -7 | ? | -1 | -28% | -1%
CCN(CC(=O)Nc1ccc(NC(C)=O)cc1)C(=O)CCCc1c[nH]c2ccccc12 | 6% | -12% | / | -14 | / | -12% | /
CCC1CCCCN1C(=S)NC(=O)c1cc(Br)ccc1Cl (stereo not given) | -28% | 0% | / | -1 | / | 69%[activator] | /
C=CCn1c(N2CCCC2)nc2c1c(=O)[nH]c(=O)n2C | -17% | -18% | -15 | 53 | -3 | 0% | 5%
Cc1cc(C)n(-c2cccc(CN(C)Cc3nc(-c4cnccn4)no3)c2)n1 | 1% | 7% | -8 | -20 | -3 | -17% | 0%
CC1CC(C)CN(C(=O)CCn2c(=O)oc3ccccc32)C1 (stereo not given) | 4% | -8% | -2 | 27 | 0 | -7% | /
O=C(C1CCN(S(=O)(=O)c2ccc(-n3cnnn3)cc2)CC1)N1CCN(c2ccccc2)CC1 | 35% | ? | 10 | -10 | -3 | ? | 2%
O=C(c1cc(-c2ccccc2)nc2ccccc12)N1CCCC1 | 6% | -8% | 1 | 11 | -6 | 14% | 16%
COc1ccc(C(CC(=O)Nc2cc(OC)cc(OC)c2)n2cccc2)cc1 (stereo not given) | -33% | -8% | -6 | -15 | -1 | -15% | -4%
COc1ccc(C(=O)NNC(=S)NC(=O)c2cc(-c3ccccc3)nc3ccccc23)cc1 | -60% | -5% | -12 | -10 | 12 | 27% | ?
CCC(=O)N(CCc1ccccc1)Cc1cc2ccc(OC)cc2[nH]c1=O | 8% | 1% | -5 | -3 | -3 | 11% | -11%
Cc1cccc(N/C(N)=N/c2nc(C(F)(F)F)cc(=O)[nH]2)c1C | -12% | -7% | -15 | -104* | 7 | 21% | 11%
COc1cccc(OCc2nnc(SCC(=O)NNC(=O)C3CCCCC3)n2C)c1 | 16% | ? | 11 | -13 | -5 | 117%[activator] | 3%
CC(C)(C)C(=O)/C=C(\N)c1ccccn1 | -11% | -8% | 14 | 30 | 12* | 9% | -6%
Cc1cnc(C)c(N2CCC(C(=O)NCc3cccs3)CC2)n1 | -13% | -14% | 56 | -22 | -1 | 5% | 1%
O=C(Nc1ncccc1O)c1cc2ccccc2o1 | -17% | 5% | / | -1 | / | 75%[activator] | /
CC(C)(C)NS(=O)(=O)c1cc(C(=O)Nc2sccc2C#N)ccc1Cl | -52% | -7% | 41 | ? | 9 | 5% | -5%
CCN(CC)S(=O)(=O)c1ccc(N2CCCC2)c(NC(=O)Cc2ccccc2)c1 | -21% | 3% | -3 | -21 | -4 | -5% | -2%
CCN(CC)S(=O)(=O)c1ccc(C(=O)NC(=S)N(CCC#N)Cc2cccnc2)cc1 | -16% | 1% | 16 | 73 | -1 | 94%[activator] | 13µM*

Screening results (PubChem BioAssay)

This is a random part of the collection; 16% or so of the library scored in one or more.
